Avidin bead fluor – green autofluorescence of compounds with avidin beads – biophysical, 488/530 nm, flow cytometry, artefact control, profiling panel | compound fluorescence 488/530 nm; stronger effect = higher value | fluorescence (KMESF) at 10 µM | 220,000 compounds, 0.38% hits | AID 1775, 2009; in the data active = fluorescence above about 47; note: inactives centre near 10
Bim-Bcl-B – inhibitors of Bim-Bcl-B binding, primary screen, biochemical, multiplexed, human Bcl-2 family. inhibition, % at 10 µM. bead-based flow cytometry, Bim peptide-Bcl-B binding. Bcl-2-like protein 10 (Homo sapiens), Q9HD36. 190,000 compounds, 0.073% hits;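 note: 0% = tracer peptide without compound and 100% = reference inhibitor peptide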
RGS4-Gao reg – modulators of RGS4 binding to Galphao, primary screen, biochemical, multiplexed bead flow cytometry; actives lie on both sides; binding response (% of control), % at 10 µM; AID 1415, 2008; 220,000 compounds, 0.33% hits; in the data active = binding response below about 49% or above about 150%; inactive = in between;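 note: fluorescent Galphao activated with aluminum fluoride binding bead-coupled RGS4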
ABCG2 inh – ABCG2 efflux pump inhibitors, primary screen, multiplex with ABCB1, IgMXP3 cells, flow cytometry. JC-1 efflux. inhibition, % at 6.6 µM. 190,000 compounds, 0.1% hits. AID 1325, 2008;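 active = inhibition above 80%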;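 note: 0% = DMSO and 100% = nicardipine control wells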
Target sequence (Q9UNQ0 whole entry, looked up): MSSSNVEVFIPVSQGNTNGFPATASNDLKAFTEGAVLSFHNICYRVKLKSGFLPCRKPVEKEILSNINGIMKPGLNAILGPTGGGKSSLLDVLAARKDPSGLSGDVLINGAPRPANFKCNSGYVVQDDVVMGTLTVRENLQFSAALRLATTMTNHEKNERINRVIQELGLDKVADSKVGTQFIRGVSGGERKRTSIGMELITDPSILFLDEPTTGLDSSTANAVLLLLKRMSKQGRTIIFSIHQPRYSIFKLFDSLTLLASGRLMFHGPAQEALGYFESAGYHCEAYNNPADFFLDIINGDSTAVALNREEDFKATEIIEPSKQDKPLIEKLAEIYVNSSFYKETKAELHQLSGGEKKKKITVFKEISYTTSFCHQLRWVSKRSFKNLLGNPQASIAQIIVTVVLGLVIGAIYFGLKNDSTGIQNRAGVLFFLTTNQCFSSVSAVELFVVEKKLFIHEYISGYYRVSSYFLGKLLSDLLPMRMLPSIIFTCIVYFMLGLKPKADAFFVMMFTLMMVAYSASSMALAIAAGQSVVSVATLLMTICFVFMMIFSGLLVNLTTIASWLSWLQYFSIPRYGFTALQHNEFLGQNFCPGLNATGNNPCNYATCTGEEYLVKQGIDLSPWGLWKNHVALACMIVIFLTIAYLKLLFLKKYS
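test system = two drug-resistant human cell lines, ABCG2 and ABCB1 | amount = 3 million cells/mL final, two lines in 1:1 ratio | reagent = JC-1 transporter substrate | doses = one concentration, 6.6 µM final | incubation = 10 min at 25 °C | signal = flow cytometric JC-1 green MFI at 530 nm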
Bcl-XL Bim block – inhibitors of Bim-Bcl-XL binding, primary screen, biochemical, multiplexed, bead flow cytometry, human Bcl-XL; inhibition, % at 10 µM; Bim peptide-Bcl-XL binding, fluorescence; 190,000 compounds, 0.04% hits; Bcl-2-like protein 1 (Homo sapiens), Q07817; AID 1007, 2008
Bim-Bcl-W – inhibitors of Bim binding to Bcl-W, primary screen, biochemical, multiplexed, bead-based flow cytometry; Bim peptide-Bcl-W binding; inhibition, % at 10 µM; 190,000 compounds, 0.02% hits;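 note: 0% = bound tracer without compound and 100% = peptide blocker; higher means less fluorescent Bim peptide bound to Bcl-W beads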
Target sequence (Q92843 whole entry, looked up): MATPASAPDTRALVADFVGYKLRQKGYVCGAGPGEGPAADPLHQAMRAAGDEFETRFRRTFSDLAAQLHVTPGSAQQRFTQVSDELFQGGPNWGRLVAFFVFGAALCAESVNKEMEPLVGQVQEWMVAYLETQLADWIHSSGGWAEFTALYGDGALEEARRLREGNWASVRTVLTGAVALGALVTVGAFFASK
Bcl-2 Bim block – inhibitors of Bim-Bcl-2 binding, primary screen, biochemical, multiplexed, human Bcl-2 family; Apoptosis regulator Bcl-2 (Homo sapiens), P10415; Bead-based flow cytometry, Bim peptide-Bcl-2 binding; inhibition, % at 10 µM; 190,000 compounds, 0.06% hits; AID 950, 2007; in the data active = inhibition above about 40%; inconclusive = no clear call, values can overlap the other calls;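 note: 0% = no compound wells with probe peptide and 100% = reference peptide inhibitor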
Target sequence (P10415 whole entry, looked up): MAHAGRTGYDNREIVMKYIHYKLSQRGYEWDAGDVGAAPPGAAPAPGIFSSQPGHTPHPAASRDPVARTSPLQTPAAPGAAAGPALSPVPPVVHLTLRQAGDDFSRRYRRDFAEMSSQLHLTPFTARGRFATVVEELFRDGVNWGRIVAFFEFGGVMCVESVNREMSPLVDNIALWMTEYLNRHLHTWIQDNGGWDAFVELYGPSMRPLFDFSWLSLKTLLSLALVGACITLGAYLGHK
Bim-Bfl-1 – inhibitors of Bim binding to Bfl-1, primary screen, biochemical, multiplexed, bead-based flow cytometry | Bcl-2-related protein A1 (Homo sapiens), Q16548 | Bim-Bfl-1 binding inhibition | inhibition, % at 10 µM | 190,000 compounds, 0.12% hits | AID 1008, 2008;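 note: 0% = wells without compound plus tracer and 100% = blocker peptide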
GSH fluor – compound fluorescence on glutathione beads, profiling panel, artefact control, biophysical, 488/530 nm, flow cytometry | GSH beads flow cytometry, compound fluorescence 488/530 nm; stronger effect = higher value | fluorescence (KMESF) at 10 µM | 190,000 compounds, 0.25% hits | AID 1776, 2009; in the data active = fluorescence above about 89;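 note: glutathione beads carrying GST-tagged Bcl family fusion proteins plus one bare bead set; values are compound well signal with DMSO vehicle wells as background; inactives centre near 16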
ABCB1 block – ABCB1 efflux pump inhibitors, primary screen, cell-based, multiplex, flow cytometry, ABCG2 counter-screen; ATP-dependent translocase ABCB1 (Homo sapiens), P08183; CCRF-Adr cells, JC-1 efflux; inhibition, % at 6.6 µM; 190,000 compounds, 0.067% hits; in the data active = inhibition above about 40%;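 note: 0% = vehicle and 100% = reference inhibitor; higher value means more JC-1 retained so stronger ABCB1 efflux block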
RGS7-Gao – RGS7-Galphao binding modulators, primary screen, biochemical, multiplexed bead flow cytometry; 220,000 compounds, 0.35% hits; actives lie on both sides; Guanine nucleotide-binding protein G(o) subunit alpha (Homo sapiens), P09471; binding response (% of control), % at 10 µM; in the data active = binding response below about 49% or above about 150%; inconclusive = no clear call, values can overlap the other calls; inactive = in between;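 note: fluorescent Galphao held in activated GDP-AlF4 state binding bead-coupled RGS7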
Numbers without * were called inactive; ? = inconclusive. Cut-off read from the data, not from the text of the source, unless noted: active = inhibition above about 40%. An unsorted share of the library; any-hit rate near 1.3%.

The first 4 records, ahead of the listing:
SMILES	Avidin bead fluor	Bim-Bcl-B	RGS4-Gao reg	ABCG2 inh	Bcl-XL Bim block	Bim-Bcl-W	Bcl-2 Bim block	Bim-Bfl-1	GSH fluor	ABCB1 block	RGS7-Gao
N#Cc1ccsc1NC(=O)CSc1nnnn1-c1ccc(O)cc1	5	-4.0	98.8	5.1	0.0	-3.0	-2.0	-5.0	22	-0.6	94.8
CCC1=NN(C(=O)c2ccc(Br)cc2)C(O)(c2ccc(C)cc2)C1 (stereo unspecified)	4	-8.0	97.8	2.9	-5.0	-4.0	-2.0	-2.0	9	-2.2	99.4
CSc1nc2nccc(-c3ccc(-c4ccccc4)cc3)n2n1	10	29.0	92.8	1.2	25.0	19.0	16.0	6.0	9	-0.4	98.1
Cc1ccc(NC(=O)c2sc3nc[nH]c(=O)c3c2C)c(C)c1	14	-2.0	94.0	1.5	2.0	0.0	5.0	0.0	21	0.2	94.3

Results, from the start:
SMILES	Avidin bead fluor	Bim-Bcl-B	RGS4-Gao reg	ABCG2 inh	Bcl-XL Bim block	Bim-Bcl-W	Bcl-2 Bim block	Bim-Bfl-1	GSH fluor	ABCB1 block	RGS7-Gao
N#Cc1ccsc1NC(=O)CSc1nnnn1-c1ccc(O)cc1	5	-4.0	98.8	5.1	0.0	-3.0	-2.0	-5.0	22	-0.6	94.8
CCC1=NN(C(=O)c2ccc(Br)cc2)C(O)(c2ccc(C)cc2)C1 (stereo unspecified)	4	-8.0	97.8	2.9	-5.0	-4.0	-2.0	-2.0	9	-2.2	99.4
CSc1nc2nccc(-c3ccc(-c4ccccc4)cc3)n2n1	10	29.0	92.8	1.2	25.0	19.0	16.0	6.0	9	-0.4	98.1
Cc1ccc(NC(=O)c2sc3nc[nH]c(=O)c3c2C)c(C)c1	14	-2.0	94.0	1.5	2.0	0.0	5.0	0.0	21	0.2	94.3
CCC(C(=O)NC1CCCC1)N(C(=O)c1snc(C(N)=O)c1N)c1ccc2c(c1)OCCO2 (stereo unspecified)	39	-11.0	107.7	9.4	-12.0	-8.0	-16.0	-16.0	29	1.4	101.3
O=C(C1CCCN(c2ncccn2)C1)N1CCc2ccccc21 (stereo unspecified)	14	-2.0	96.6	8.2	-4.0	-2.0	0.0	-2.0	24	1.2	93.6
COc1ccc(S(=O)(=O)N(C)CC(=O)NCc2cccnc2)cc1	37	-7.0	100.6	1.7	-5.0	-3.0	-1.0	-1.0	27	0.2	100.1
CC(C)Cn1c(C(C)C)nc([N+](=O)[O-])c1S(=O)(=O)c1ccc(F)cc1	23	-3.0	100.8	3.1	-6.0	2.0	-4.0	0.0	10	1.4	99.9
COc1cccc(NC(=O)CSc2nc3ccccc3cc2Cc2ccccc2)c1	34	0.0	99.8	0.1	-1.0	-3.0	-3.0	0.0	19	-0.1	98.6
Cc1ccc(NC2=NC(=S)N(CC#N)C23CCCCC3)cc1	3	-6.0	99.5	10.2	-5.0	-8.0	0.0	-4.0	30	2.5	97.4
COc1ccc(/C=N/NC(=O)C(C)N(c2ccc(OC)cc2)S(C)(=O)=O)cc1 (stereo unspecified)	9	-8.0	103.6	0.8	-6.0	-4.0	-3.0	-5.0	10	0.5	100.2
CC1=CC(=O)OC1Cc1ccncc1 (stereo unspecified)	8	-1.0	99.0	0.2	-1.0	-2.0	0.0	0.0	19	0.1	97.5
O=C(Oc1ccc(C(=S)N2CCCCC2)cc1)c1ccccc1F	7	-1.0	100.8	7.5	-1.0	-5.0	-2.0	-5.0	21	1.1	101.0
COc1ccc(NC(=O)Cn2c(=O)sc3ccccc32)c(OC)c1	8	-4.0	100.2	0.5	-1.0	0.0	-8.0	-8.0	21	0.1	101.2
O=C(c1ccccc1Cl)N1CCC(O)(c2cccnc2)CC1	10	0.0	101.0	3.3	2.0	4.0	1.0	-1.0	21	0.9	98.1
CCn1c(SCC(=O)Nc2nc(C)cs2)nnc1-c1ccoc1C	14	0.0	101.1	3.7	0.0	-1.0	-1.0	-1.0	13	0.7	95.7
CCC(=O)N(Cc1ccco1)C1CC(=O)N(c2ccccc2)C1=O (stereo unspecified)	3	-10.0	96.1	-0.1	-10.0	-6.0	-3.0	-4.0	17	0.6	98.1
O=C(c1ccc(Cl)c(F)c1F)N1CCOCC1	15	-10.0	101.2	-3.9	-7.0	0.0	-8.0	-16.0	35	-1.9	98.4
CCC/C(O)=N\S(=O)(=O)c1ccc(N=NN(C)C)cc1	4	-3.0	97.5	7.3	-2.0	-5.0	-2.0	-2.0	27	1.3	98.1
Cc1ccc(S(=O)(=O)N2CCCC2c2nc3ccccc3s2)cc1 (stereo unspecified)	14	4.0	100.6	6.7	1.0	2.0	-1.0	0.0	28	0.9	99.4
CCOCCCNC(=S)NC1CC2CCC(C1)N2Cc1ccccc1 (stereo unspecified)	10	-3.0	109.1	1.1	-3.0	0.0	-6.0	-3.0	15	0.2	111.0
O=C(Nc1ccc(N2CCOCC2)cc1)Nc1cnsn1	14	-5.0	84.1	3.1	-4.0	-1.0	-2.0	9.0	51	0.1	94.6
COc1ccc(-c2c(C)oc3c(CN4CCN(CCO)CC4)c(O)ccc3c2=O)cc1OC	9	-1.0	100.5	-1.3	-6.0	0.0	1.0	0.0	16	0.2	95.7
O=C(COC(=O)CCCN1C(=O)c2ccccc2C1=O)Nc1ncc(Cl)cc1Cl	4	-2.0	101.4	1.4	-4.0	2.0	-5.0	-7.0	24	0.3	92.6
CCOc1cc(/C=N/NC(=O)c2cccnc2)ccc1OCC(=O)N1CCOCC1	6	-7.0	101.5	2.7	-6.0	-5.0	-7.0	-7.0	11	0.3	104.3
O=C(CNS(=O)(=O)c1ccc(Br)s1)N1CCC(N2CCCCC2)CC1	20	-7.0	87.5	1.1	-2.0	0.0	-3.0	-10.0	12	0.2	92.7
CC1(C)C(=O)Nc2ccccc2N1C(=O)COC(=O)c1ccc(Cl)c(S(=O)(=O)NCc2ccccc2)c1	13	-13.0	98.5	9.1	-8.0	0.0	-11.0	-13.0	24	1.7	100.1
CCOC(=O)N1CCC(NC(=O)c2cc(C(=O)NCc3cccc(Cl)c3)ccc2CO)CC1	10	-7.0	99.2	10.7	-5.0	0.0	-7.0	-13.0	37	-0.1	95.9
O=C(CCS(=O)(=O)c1cccc2nsnc12)N1CC(=O)N(CCc2ccccc2)C(=O)C1	2	-8.0	93.1	0.7	3.0	2.0	-5.0	-10.0	42	0.4	97.4
COc1ccc2[nH]c(=O)c(CN(C3CCCCC3)C(c3nnnn3Cc3ccco3)C(C)C)cc2c1 (stereo unspecified)	9	-10.0	98.4	-3.0	-15.0	-7.0	-8.0	-6.0	26	0.8	97.4
CCOc1ccc(N(CCC#N)S(=O)(=O)c2ccc(OC)cc2)cc1	31	1.0	100.6	1.2	0.0	3.0	1.0	1.0	14	0.6	98.5
CCOc1ccc(Cl)cc1S(=O)(=O)N1CCN(c2ccc(F)cc2)CC1	5	-6.0	104.3	1.4	-14.0	1.0	-10.0	-8.0	32	0.5	101.3
COc1cc(OC)cc(-c2nnc(SCC(=O)N3CCCC3)o2)c1	15	-11.0	99.0	5.4	-1.0	0.0	-7.0	-9.0	41	0.9	102.8
CC(=O)NS(=O)(=O)c1ccc(N=c2ssc3c2-c2cc(C)c(C)cc2NC3(C)C)cc1	14	-6.0	101.9	-8.1	-4.0	-2.0	-8.0	-15.0	11	-1.1	104.6
Cc1ccc(C)c(N2CCN(C(=S)NC3CCCCC3)CC2)c1	11	-5.0	101.5	19.3	-5.0	-4.0	-2.0	-11.0	10	0.3	99.0
CCO[C@H]1OC(C(=O)Nc2ccccc2)=C[C@@H](c2csc3ccccc23)[C@@H]1CCCO	6	-4.0	100.8	4.8	-4.0	-3.0	-3.0	-6.0	21	2.0	97.3
O=C(CSc1nc(O)c(Cc2ccccc2)c(=O)[nH]1)Nc1nc2c(s1)CCCC2	12	-7.0	103.5	-7.3	-6.0	-3.0	-3.0	-4.0	17	-0.5	?
COc1ccc([N+](=O)[O-])cc1NC(=O)Cc1noc2ccc(C)cc12	15	-6.0	101.4	21.2	0.0	0.0	-3.0	-7.0	15	4.1	?
CC(C)Oc1cccc(-c2cc(C(=O)N3CCN(c4ncccn4)CC3)c3ccccc3n2)c1	29	-1.0	102.7	3.7	-1.0	2.0	-1.0	-2.0	10	2.8	115.7
Oc1[nH]c2ccccc2c1N=NC(=S)NCC1CCCO1 (stereo unspecified)	14	-14.0	100.5	0.1	-7.0	-4.0	-6.0	-13.0	15	-0.2	103.9
COc1cccc(NC(=S)N(Cc2ccc(C)cc2)Cc2ccccn2)c1	11	-10.0	104.1	-7.4	-5.0	0.0	-4.0	-3.0	17	-1.7	?
CCCCOc1ccc(C(=O)N2CCC(C)CC2)cc1	7	-6.0	101.4	1.5	5.0	2.0	-7.0	-10.0	40	0.5	104.7
CCOC(=O)c1nn(-c2ccccc2)c2nnc(Cc3ccccc3)c(=O)n12	5	0.0	101.9	6.7	0.0	-2.0	1.0	4.0	7	1.4	98.9
Cc1ccc(NC(=S)NCCc2ccc(F)cc2)c(C)c1	12	-7.0	98.6	3.1	-5.0	-2.0	-11.0	-7.0	13	0.9	99.0
O=C1CN(c2nc(-c3ccccc3)c3cc(Br)ccc3n2)c2ccccc2N1	7	-4.0	101.3	0.0	-1.0	2.0	0.0	0.0	17	-0.1	100.0
CCOc1ccc(/C=C/C(=O)CCC(=O)O)cc1	3	-2.0	98.4	0.7	-3.0	-2.0	-3.0	-8.0	12	0.5	104.3
COc1ccc(CN2CC(C(=O)NCc3ccccn3)CC2=O)cc1 (stereo unspecified)	9	-7.0	96.7	-0.4	-8.0	1.0	-5.0	-6.0	46	0.1	101.3
CCC(C)[C@H](NC(=O)Nc1ccc(S(N)(=O)=O)cc1)C(=O)O (stereo partly specified)	6	-10.0	101.8	3.1	-6.0	-1.0	-3.0	-3.0	25	0.0	100.5
CN(C)CCCNC(=O)C1CCNCC1	29	-10.0	103.3	18.0	-8.0	-4.0	-9.0	-20.0	24	0.9	104.1
CC(=O)N1CCc2cc(C(=O)CN3CCN(c4ccccc4F)CC3)ccc21	9	-6.0	104.1	-0.5	-4.0	0.0	-2.0	-9.0	20	-0.7	107.5
N#Cc1ccc(-c2ccccc2)nc1SCCN1CCOCC1	4	-7.0	102.1	-0.8	-10.0	-2.0	-3.0	-1.0	8	0.1	98.4
Cc1ccc(CCNc2ccccc2)c[n+]1[O-]	5	2.0	108.6	0.5	2.0	2.0	-11.0	1.0	17	0.3	110.9

From PubChem BioAssay
